NPSR antagonist: neuropeptide S receptor (human) antagonism, cAMP; 220,000 tested, 1% active; Q6W5P4; Potency, µM (top dose mostly 38.3 µM), without a hit: at the top dose activity change, negative = inhibition, hits mostly inhibitors; AID 1461; CHO-NPSR cells, cAMP TR-FRET, antagonist mode; note: potency is the fitted concentration of half-maximal effect; % is set by controls: 0 for no effect and ±100 for the full control effect; nearly all actives have a fitted effect of over 50% in size; many of its hits are not listed in these tables
Target sequence (Q6W5P4 whole entry, looked up): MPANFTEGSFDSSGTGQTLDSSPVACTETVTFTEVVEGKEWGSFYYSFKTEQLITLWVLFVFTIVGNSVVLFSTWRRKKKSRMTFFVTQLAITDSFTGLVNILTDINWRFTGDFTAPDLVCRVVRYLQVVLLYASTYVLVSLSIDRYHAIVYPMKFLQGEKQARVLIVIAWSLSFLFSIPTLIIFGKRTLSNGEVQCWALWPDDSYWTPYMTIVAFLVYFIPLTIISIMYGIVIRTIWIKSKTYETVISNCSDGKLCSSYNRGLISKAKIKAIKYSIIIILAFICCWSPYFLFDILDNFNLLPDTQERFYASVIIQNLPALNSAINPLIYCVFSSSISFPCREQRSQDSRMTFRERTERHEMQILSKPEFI
IMPase Li cell: membrane-permeable IMPase blocker, potentiated with lithium; CHO-M1 cells, IP1 TR-FRET (IP-One), carbachol + lithium; Potency, µM (series often up to 59.4 µM), without a hit: at the top dose activity, negative = IMPase inhibition, usual class: inhibitors; 210,000 tested, 0.35% active; AID 1457;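 note: IP1 builds up when IMPase is blocked and the TR-FRET signal falls; potency is the fitted concentration of half-maximal effect; plate controls were basal vehicle for no effect and high inhibitor control for full effect; nearly all actives have a fitted effect of over 50% in size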
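Lithium-sensitised IP1 accumulation assay; M1-expressing CHO cells treated 30 min at 37C with compound. Competitive antibody detection by time-resolved FRET followed a 10 min room-temperature lysis step.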
Epigenetic reg: regulators of epigenetic silencing causing reporter derepression in mouse cells. murine LDR cells, GFP reporter derepression, 30 h. Potency, µM (top dose mostly 53.9 µM), inactives show at the top dose GFP activation, actives largely listed as activators. 280,000 tested, 0.2% active; note: potency is the fitted concentration of half-maximal effect; % of control where 0% means no effect; nearly all actives have a fitted effect of over 60% in size
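In this reporter-derepression format, murine cells bearing a silenced integrated CMV-GFP locus incubate with test compound (30 h, 37 C), then are washed and imaged; fluorescent objects of 20–120 um count as induced cells.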
HttQ103 aggreg: mutant huntingtin aggregation inhibition | PC12 HttQ103-GFP aggregates, Acumen cytometry, 40 h | Potency, µM (doses to about 46.1 µM), inactives show at the top dose activity change, negative = inhibition, actives largely listed as inhibitors | 220,000 tested, 1.1% active; note: potency is the fitted concentration of half-maximal effect; % is set by controls: 0 for no effect and ±100 for the full control effect; nearly all actives have a fitted effect of over 60% in size
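Inducible Q103 Huntingtin exon 1–GFP PC12 line, 1500 cells/well in phenol red free DMEM with 5% equine and 5% calf serum. Tebufenozide 100 nM induced expression; compounds titrated; aggregates quantified by cytometry.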
Luc counter: counter-screen: inhibitors of Kinase-Glo firefly luciferase | Q27757 | Kinase-Glo luciferase, ATP luminescence, 8 min | Potency, µM (doses to about 38.3 µM), for the others: at the top dose activity change, negative = inhibition, most hits filed as inhibitors | 200,000 tested, 0.28% active; note: potency is the fitted concentration of half-maximal effect; % is set by controls: 0 for no effect and ±100 for the full control effect; nearly all actives have a fitted effect of over 60% in size
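Luminescence was the read-out, taken after 8-minute incubation at ambient temperature. Luciferase turned over luciferin with 10 uM ATP in imidazole pH 7.2 buffer containing KCl, MgCl2, Tween 20 and BSA.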
L3MBTL1 inh: L3MBTL1 (human) inhibition | Q9Y468 | AlphaScreen L3MBTL1–H3K9me1 peptide binding | Potency, µM (doses to about 57.1 µM), for inactives: at the top dose activity, negative = inhibition, usual class: inhibitors | 230,000 tested, 0.66% active | AID 485360; note: potency is the fitted concentration of half-maximal effect; % is set by controls: 0 for no effect and ±100 for the full control effect; nearly all actives have a fitted effect of over 60% in size
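Read-out is AlphaScreen signal from streptavidin donor and nickel chelate acceptor beads (10 ug/mL final each) bridging L3MBTL1 (50 nM) and biotinylated K9-monomethylated H3(1-15) peptide (75 nM), after 30 min compound exposure at room temperature.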
CBFb-RUNX1 inh: blocks binding between human CBF-beta and RUNX1; Potency, µM (series often up to 59.8 µM), for the others: at the top dose activity, negative = inhibition, most hits filed as inhibitors; AlphaScreen CBFb-His/RUNX1-biotin binding, biochemical; 230,000 tested, under 10 active; AID 1477; note: % of control where 0% means no effect
Target sequence (Q01196 whole entry, looked up): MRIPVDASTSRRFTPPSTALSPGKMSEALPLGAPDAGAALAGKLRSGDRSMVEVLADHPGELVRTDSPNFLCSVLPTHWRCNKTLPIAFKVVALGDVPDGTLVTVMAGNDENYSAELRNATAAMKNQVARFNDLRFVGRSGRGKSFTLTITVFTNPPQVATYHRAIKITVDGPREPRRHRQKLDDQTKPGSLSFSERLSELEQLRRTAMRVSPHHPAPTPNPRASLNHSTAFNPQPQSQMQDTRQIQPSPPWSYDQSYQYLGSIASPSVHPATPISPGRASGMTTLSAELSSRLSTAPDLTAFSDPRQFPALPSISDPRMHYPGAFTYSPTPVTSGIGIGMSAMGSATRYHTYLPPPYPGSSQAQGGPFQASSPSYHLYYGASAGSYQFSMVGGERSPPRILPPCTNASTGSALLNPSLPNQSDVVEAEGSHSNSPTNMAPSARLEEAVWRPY
Target sequence (Q13951 whole entry, looked up): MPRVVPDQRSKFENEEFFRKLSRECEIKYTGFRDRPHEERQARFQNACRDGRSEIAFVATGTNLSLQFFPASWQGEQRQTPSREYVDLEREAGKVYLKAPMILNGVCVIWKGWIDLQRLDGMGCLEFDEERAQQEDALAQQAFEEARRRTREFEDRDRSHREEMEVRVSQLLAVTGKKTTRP
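AlphaScreen binding: CBFb-His and RUNX1-biotin (30 nM each) preincubated 20 min, compound added for 15 min, then nickel and streptavidin beads for 90 min, all at room temperature. Disruption of the interaction by any mechanism counts as activity.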
* marks the source's active call; other numbers are inactive results; ? = inconclusive; · = not tested or not shown; & = joins results of further samples; [ ] = dose if it differs, or a comment. Calls come from the whole dose curve; as a rule, active = well fitted curve in the direction sought with a large enough effect; inconclusive = small, poorly fitted or top-dose-only effect, or another doubt; inactive = no such curve, though single readings can be large; an effect the other way counts as inactive or inconclusive.

structure,L3MBTL1 inh,IMPase Li cell,Epigenetic reg,CBFb-RUNX1 inh,HttQ103 aggreg,NPSR antagonist,Luc counter
Cn1c(-c2ccccc2)c(C(=O)CC#N)c2ccccc21,11%,7%,-1.4%,-9%,-5%,-5%,-1%
O=[N+]([O-])c1cccc(-c2nnc(C34CC5CC(CC(C5)C3)C4)o2)c1,10%,-3%,-3.2%,7%,0%,-2%,0%
O=C(Cc1ccccc1)c1c[nH]c(C(=O)NC2CCCC2)c1,-2%,-12%,-1.6%,?,0%,-18%,2%
Cc1cccc(CSc2ncnc3nc[nH]c23)c1,3%,26%[38.3 µM],-0.8%,0%,-11%,-2%[46.1 µM],-3%
CCOC(=O)c1cnn(-c2ccccc2)c1-n1cccc1C(=O)C(=O)Nc1ccc(F)cc1,-6%,7%[38.3 µM],-0.7%,-7%,7%,-20%[46.1 µM],0%
CC(=O)N1[C@H](Cc2ccccc2)C=C[C@]1(C)C(=O)NCc1ccc(C)o1,-22%,2%&0%,1.4%&0.2%,1%[2.36 µM],4%,16%,-1%&-6%
S=C(NCCc1ccccc1)Nc1c(Cl)cccc1Cl,3%,·,1.1%,12%,-7%[9.22 µM],-8%,·
Cc1ccc2nc(-c3cc(-c4ccccc4)no3)cn2c1,7%,·,-1.1%,3%,3%[9.22 µM],5%,·
CN(C)/C=N/c1nc2nccc(-c3ccccc3)n2n1,11%,-11%,-1.9%,0%,?,1%,3%
CC(C)NC(=O)NC(=O)COC(=O)c1ccc(S(=O)(=O)Nc2ccccc2)cc1,4%,7%,11%,1%,1%,-14%,0%
O=C(O)c1ccccc1/C=N/NC(=O)c1cc(-c2ccco2)nc2ccccc12,?,·,0.0%,·,15%[9.22 µM],-10%,·
Cc1cccc(C)c1NC(=O)CN(C)C(=O)C(c1ccccc1)c1ccccc1,-1%,5%,-2.2%,0%,1%,3%,-1%
COC(=O)c1cc2occc2n1CC(=O)Nc1cc(OC)cc(OC)c1,-3%,·,0.0%,5%,?,-7%[46.1 µM],·
COc1cc(CNc2ccc(C(=O)O)cc2)cc(Br)c1OCC(=O)NC(C)(C)C,-6%,-4%,0.0%,-12%,13%,-27%,2%
COc1ccc(C(=O)C(OC(=O)c2ccccc2Cl)c2ccccc2)cc1 (stereo unspecified),25%,14%,-1.0%,18%,-8%,-15%,1%

Rewritten with each value named: part of the list above.
SMILES: Cc1cccc(CSc2ncnc3nc[nH]c23)c1
  L3MBTL1 inh = 3%
  IMPase Li cell = 26%[38.3 µM]
  Epigenetic reg = -0.8%
  CBFb-RUNX1 inh = 0%
  HttQ103 aggreg = -11%
  NPSR antagonist = -2%[46.1 µM]
  Luc counter = -3%
SMILES: COc1cc(CNc2ccc(C(=O)O)cc2)cc(Br)c1OCC(=O)NC(C)(C)C
  L3MBTL1 inh = -6%
  IMPase Li cell = -4%
  Epigenetic reg = 0.0%
  CBFb-RUNX1 inh = -12%
  HttQ103 aggreg = 13%
  NPSR antagonist = -27%
  Luc counter = 2%

More compounds
structure,L3MBTL1 inh,IMPase Li cell,Epigenetic reg,CBFb-RUNX1 inh,HttQ103 aggreg,NPSR antagonist,Luc counter
CCc1c(C(=O)NNC(=S)NCc2ccccc2)csc1C,1%,-10%,-1.7%,9%,17%,5%,-1%
O=C(Cn1c(=O)oc2cc(S(=O)(=O)N3CCCC3)ccc21)N1CCc2ccccc2C1,·,0%[38.3 µM],-3.6%,-1%,5%,10%[46.1 µM],2%
COc1ccc(-n2c(SC3CCOC3=O)nc3ccccc32)cc1 (stereo unspecified),-8%,1%[38.3 µM],-0.9%,-4%,6%,-21%[46.1 µM],2%
CC[C@H](C)[C@H](NC(=O)[C@H](C)NC(=O)[C@H](CC(N)=O)NC(=O)[C@H](CCCCN)NC(=O)[C@H](Cc1ccccc1)NC(=O)[C@H](CC(C)C)NC(=O)[C@@H](NC(=O)[C@@H](NC(=O)[C@H](CC(C)C)NC(=O)[C@@H]1CCCN1C(=O)[C@@H](NC(=O)[C@H](CCC(N)=O)NC(=O)[C@H](CO)NC(=O)[C@H](CCCCN)NC(=O)[C@H](CCC(=O)O)NC(=O)[C@H](CO)NC(=O)[C@@H](NC(=O)[C@H](CCSC)NC(=O)[C@H](Cc1ccccc1)NC(=O)CNC(=O)CNC(=O)[C@@H](N)Cc1ccc(O)cc1)[C@@H](C)O)[C@@H](C)O)C(C)C)[C@@H](C)O)C(=O)N[C@H](C(=O)N[C@@H](CCCCN)C(=O)N[C@@H](CC(N)=O)C(=O)N[C@@H](C)C(=O)N[C@@H](Cc1ccc(O)cc1)C(=O)N[C@@H](CCCCN)C(=O)N[C@@H](CCCCN)C(=O)NCC(=O)N[C@@H](CCC(=O)O)C(=O)O)[C@@H](C)CC,·,6%,0.8%,7%&15%,·,·,·
CC(=O)N1c2ccccc2Oc2cc3ccccc3cc21,9%,-3%,2.5%,10%,28%,?,-1%
COC(=O)CNC(=O)c1c(-c2ccccc2Cl)noc1C,·,4%[38.3 µM],-1.0%,8%,-21%,3%[46.1 µM],6%
O=C(CN1CCOCC1)N/N=C/C(Br)=C\c1ccccc1,0%,5%,1.4%,6%,?,12%,1%
COc1ccccc1CNC(=O)C1CC2Cn3c(nc4ccccc43)C2N1C (stereo unspecified),·,·,-3.6%,5%,7%[9.22 µM],19%,·
COCCCNC(=O)COc1ccc(S(=O)(=O)Nc2ccccc2)cc1,·,22%[38.3 µM],0.0%,5%,-5%,-5%[46.1 µM],-1%
COc1ccccc1NC(=O)CCCC(=O)OCC(F)(F)C(F)F,·,-6%[38.3 µM],4.0%,2%,4%,-9%[46.1 µM],-4%
CCOc1c(Cl)cc(CNC(C)(C)CC(C)(C)C)cc1OC,·,24%[38.3 µM],-1.0%,-4%,5%,-7%[46.1 µM],-4%
O=C(Nc1ccccc1)c1cc(-n2cnnc2)ccc1Cl,2%,-4%[38.3 µM],2.2%,-2%,?,-5%[46.1 µM],7%
COCCn1c(SCC(N)=O)nc2c(c1=O)SC(C)C2 (stereo unspecified),-4%,6%,-1.0%,-3%,4%,-16%[46.1 µM],-3%
CCCCCCC(=O)N(O)C1CC(=O)N(Cc2ccccc2)C1=O (stereo unspecified),-4%,11%[38.3 µM],-3.0%,-1%,?,-10%[46.1 µM],4%
COC(=O)c1ccc(N2CCOCC2)c(F)c1,·,1%[38.3 µM],-2.9%,0%,11%,0%[46.1 µM],-3%

Among those listed so far, these contain an NH in an aromatic ring:
structure,L3MBTL1 inh,IMPase Li cell,Epigenetic reg,CBFb-RUNX1 inh,HttQ103 aggreg,NPSR antagonist,Luc counter
O=C(Cc1ccccc1)c1c[nH]c(C(=O)NC2CCCC2)c1,-2%,-12%,-1.6%,?,0%,-18%,2%
Cc1cccc(CSc2ncnc3nc[nH]c23)c1,3%,26%[38.3 µM],-0.8%,0%,-11%,-2%[46.1 µM],-3%

Structural class: the compounds so far containing a tert-butyl group
structure,L3MBTL1 inh,IMPase Li cell,Epigenetic reg,CBFb-RUNX1 inh,HttQ103 aggreg,NPSR antagonist,Luc counter
COc1cc(CNc2ccc(C(=O)O)cc2)cc(Br)c1OCC(=O)NC(C)(C)C,-6%,-4%,0.0%,-12%,13%,-27%,2%
CCOc1c(Cl)cc(CNC(C)(C)CC(C)(C)C)cc1OC,·,24%[38.3 µM],-1.0%,-4%,5%,-7%[46.1 µM],-4%

Other structures
structure,L3MBTL1 inh,IMPase Li cell,Epigenetic reg,CBFb-RUNX1 inh,HttQ103 aggreg,NPSR antagonist,Luc counter
COc1ccc(-c2ccc(/C=C3/C(=N)N4C(C)=CSC4=NC3=O)o2)c([N+](=O)[O-])c1,-1%,-1%,10%,-15%,6%,-22%,3%
CCCN(CCC)S(=O)(=O)c1ccc(C(=O)Nc2cc3oc4ccccc4c3cc2OC)cc1,7%,-2%,-0.6%,28%,17%,-1%,-1%
Brc1ccc(-c2nn[nH]n2)cc1,2%,·,-1.1%,5%,11%[9.22 µM],-5%,·
Cc1cccc(NC(=O)c2ccoc2C)n1,·,16%[38.3 µM],5.7%,3%,-23%,-7%[46.1 µM],?
Cc1c(CN(C)C(=O)c2nn(C)cc2[N+](=O)[O-])cnn1C,3%,-3%,-2.0%,2%,-6%,0%,-5%
COc1cccc(C(=O)Cn2c(N3CCOCC3)nc3c2c(=O)n(C)c(=O)n3C)c1,0%,-6%[38.3 µM],0.0%,3%,24%,9%[46.1 µM],0%
Cn1c(C(=O)N2CCN(c3nc4ccccc4s3)CC2)cc2sccc21,·,35%[38.3 µM],1.0%,0%,-8%,-17%[46.1 µM],0%
Cc1cnc(CNc2ncnc3ccc(-c4ccccc4CN(C)C)cc23)cn1,·,18%,?,·,·,·,-2%
Cc1oc2ccc(O)c(CN(C)C)c2c1C(=O)c1ccccc1,4%,4%,-0.1%,8%,0%[9.22 µM],27%,0%
CC(/C=C1\SC(=S)N(NC(=O)c2ccc(O)cc2)C1=O)=C\c1ccccc1,?,1%,1.0%,-4%,25%,-15%,3%
CCCS(=O)(=O)N1CCCC(C(=O)NCCN2CCC(Cc3ccccc3)CC2)C1 (stereo unspecified),1%,17%[38.3 µM],-1.2%,4%,-12%,-4%[46.1 µM],-1%
O=C(/C=C/c1ccc(Br)cc1)c1ccc(NC(=O)c2ccco2)cc1,-5%,3%,1.1%,7%,-2%,-10%,-1%
Cc1oc(-c2ccccc2Cl)nc1CSCC(=O)O,-6%,-2%[38.3 µM],1.7%,3%,4%,-4%[46.1 µM],-3%
CC(=O)N1CCN(C2c3cccc4cccc(c34)C2NS(=O)(=O)c2ccccc2)CC1 (stereo unspecified),·,10%[38.3 µM],0.0%,-2%,11%,-9%[46.1 µM],0%
CC(=O)c1cc2c(cc1NC(=O)c1cc(C)nn1-c1ccccc1)OCO2,4%,-5%,4.9%,2%,-11%,-5%,-3%
Cn1c(=O)c2c(ncn2CC(=O)Nc2ccccc2N2CCOCC2)n(C)c1=O,3%,-2%[38.3 µM],0.0%,-2%,-4%,12%[46.1 µM],1%
CCCCC/C(=N\NC(=O)Nc1ccccc1)c1ccccc1,·,1%,1.2%,4%,-20%,-20%,10%

These rows are one share of the data, so the mix of outcomes need not match the whole.
